L3MBTL1 block = inhibitors of human L3MBTL1; AlphaScreen L3MBTL1–H3K9me1 peptide binding; Potency, µM (titrated, usually from 57.1 µM), for inactives: top-dose activity, negative = inhibition, usual class: inhibitors; 230,000 compounds, 0.66% hits; AID 485360; active = well fitted inhibition curve with a large enough effect; inconclusive = small, poorly fitted or top-dose-only effect; inactive = no such curve, though single readings can be large or run the other way; note: nearly all actives have a fitted effect of over 60% in size
Target sequence (Q9Y468 whole entry, looked up): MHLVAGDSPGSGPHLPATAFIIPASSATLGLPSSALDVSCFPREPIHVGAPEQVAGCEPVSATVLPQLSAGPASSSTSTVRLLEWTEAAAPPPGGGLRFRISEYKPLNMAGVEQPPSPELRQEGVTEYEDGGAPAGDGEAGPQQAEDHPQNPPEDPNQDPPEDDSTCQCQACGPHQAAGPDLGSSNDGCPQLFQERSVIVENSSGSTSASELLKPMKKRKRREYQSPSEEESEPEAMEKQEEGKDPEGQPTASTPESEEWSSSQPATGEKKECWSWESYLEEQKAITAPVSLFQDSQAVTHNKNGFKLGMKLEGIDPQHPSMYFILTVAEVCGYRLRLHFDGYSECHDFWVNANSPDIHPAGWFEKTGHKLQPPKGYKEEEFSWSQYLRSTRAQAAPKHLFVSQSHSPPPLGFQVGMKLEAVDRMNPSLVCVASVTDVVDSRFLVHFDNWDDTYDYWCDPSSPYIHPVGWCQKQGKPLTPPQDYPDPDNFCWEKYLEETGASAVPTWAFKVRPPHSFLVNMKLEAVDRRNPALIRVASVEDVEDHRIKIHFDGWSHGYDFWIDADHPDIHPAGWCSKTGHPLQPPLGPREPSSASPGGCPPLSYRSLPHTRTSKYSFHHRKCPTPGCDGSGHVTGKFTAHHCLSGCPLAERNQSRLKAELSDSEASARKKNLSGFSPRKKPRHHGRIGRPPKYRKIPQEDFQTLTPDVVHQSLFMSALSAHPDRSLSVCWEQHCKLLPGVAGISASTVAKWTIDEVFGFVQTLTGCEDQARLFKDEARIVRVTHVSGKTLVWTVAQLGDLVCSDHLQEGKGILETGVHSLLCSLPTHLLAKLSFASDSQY
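L3MBTL1 50 nM + b-AHA-H3(1-15)K9me1 75 nM, 30 min RT; compound added, 30 min RT; streptavidin donor/Ni-chelate acceptor beads 10 ug/mL each final, 30 min RT dark; AlphaScreen read.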
Numbers without * were called inactive; ? = inconclusive. % is set by controls: 0 for no effect and ±100 for the full control effect; potency is the fitted concentration of half-maximal effect.

L3MBTL1 block,compound
-3%,CCCCn1c(N)c(N(CC)C(=O)CSc2nnc(-c3ccco3)n2CC)c(=O)[nH]c1=O
0%,O=C(CNCc1ccccc1Cl)Nc1cc(S(=O)(=O)N2CCOCC2)ccc1Cl
-8%,CN(C(=O)CSc1nnc(Cc2ccccc2F)n1N)C1CCCCC1
-7%,CC1(c2cccc(Br)c2)NC(=O)N(CC(=O)Nc2ccc3c(c2)OCCO3)C1=O (stereo unspecified)
-2%,CC1CCc2sc(C(=O)NCC(c3ccco3)N3CCCCC3)cc2C1 (stereo unspecified)
-6%,CCC1Nc2ncnc(N3CCCCC3)c2N(Cc2ccc(Cl)cc2)C1=O (stereo unspecified)
3%,Cc1nc2ccccc2c(=O)n1-c1ccc(NS(=O)(=O)c2ccccc2)cc1
13%,N#Cc1ccc(C(=O)OCCCc2cc3ccccc3c(=O)o2)cc1
1%,Cc1ccc(C(=O)OCC(=O)N2C(C)CCCC2C)cc1S(=O)(=O)N1CCOCC1 (stereo unspecified)
-6%,COc1ccccc1NS(=O)(=O)c1cc(NC(=O)c2ccc(Cl)nc2)ccc1N1CCCC1
4%,Cc1onc(-c2ccccc2)c1C(=O)OCC(=O)N(CC(C)C)c1c(N)n(Cc2ccccc2)c(=O)[nH]c1=O
6%,CCC(=O)c1ccc(OC(=O)Cc2ccc(OC)cc2)cc1
-13%,CN(Cc1ccc(Cl)cc1Cl)C(=O)c1cccc(S(=O)(=O)N2CCN(c3ccccc3)CC2)c1
-1%,COc1cccc(NC(=O)C2CC2)c1
2%,Cc1cc(C(=O)NCC2CCCO2)sc1C (stereo unspecified)
-1%,CC(C)(C)NC(=O)[C@]1(C)CCC[C@@]2(C)C3CC[C@@]4(C)C[C@]3(CCC21)CC4=O (stereo partly specified)
3%,O=C(NCCS(=O)(=O)NCc1ccccc1)c1ccc2c(c1)OCO2
-3%,COc1cccc(-c2sc3ccccc3c2-c2ccc(OCCN3CCCCC3)cc2)c1
-4%,Cc1ccc(N2CC(NC(=O)C3CC3)CC2=O)cc1 (stereo unspecified)
-4%,O=C(NCC(=O)N1CCN(S(=O)(=O)c2c(F)cccc2F)CC1)c1ccccc1F
8%,CC(Sc1cccc[n+]1[O-])C(=O)NC1CCCCC1C (stereo unspecified)
-7%,CN1C(=O)N(CC(=O)Nc2nccs2)C(=O)C12CCCCC2
0%,O=C(NCc1ccccc1CN1CCCC1)c1ccc(Cl)c(N2CCCC2=O)c1
-5%,CC(=O)c1ccc(S(=O)(=O)NC2CC(=O)N(c3cccc(F)c3)C2)cc1 (stereo unspecified)
0%,Cc1cc(C)n(CC(=O)NNC(=O)c2ccc(NC(=O)CC#N)cc2)n1
4%,COc1ccc(C(=O)Nc2cc3c4c(c2)C(C)C(=O)N4CCC3)c(OC)c1 (stereo unspecified)
-1%,COc1cccc(NC(=O)CN(C)C(=O)c2cccc(S(=O)(=O)Nc3ccc(C)cc3)c2)c1
-2%,CSCCC1NC(=O)N(CC(=O)Nc2ccc3c(c2)OCCO3)C1=O (stereo unspecified)
8%,NC(=O)c1nc[nH]c1C(=O)Nc1cccc(C(F)(F)F)c1
8%,CCC(C)N(C(=O)COC(=O)CN=C1NS(=O)(=O)c2ccccc21)C1CCS(=O)(=O)C1 (stereo unspecified)
4%,COc1cc(C(=O)NNC(=O)C2CCC2)cc(OC)c1OC
-1%,Cn1c(SCC(=O)Nc2sccc2C#N)nnc1C1CC1
-8%,COc1cc(OC)cc(-c2c(C#Cc3ccsc3)c3cc(-c4ccc(C(N)=O)cc4)ccc3n2C)c1
0%,COc1ccc(NC(=O)c2cc3ccccc3oc2=O)c(OC)c1
8%,CCCCN(C(=O)CSc1n[nH]c(-c2ccc(C)cc2)n1)c1c(N)n(CCCC)c(=O)[nH]c1=O
6%,Cc1nc2ccccc2c(=O)n1-c1ccc(F)c(NC(=O)c2cccs2)c1
5%,O=C(CN1CCN(C(C(=O)Nc2ccc(F)cc2)c2ccccc2)CC1)NC1CC1 (stereo unspecified)
5%,CCCCC(=O)Nc1ccc(C)c(S(=O)(=O)N2CCCCCC2)c1
-3%,COc1ccc(S(=O)(=O)N2CCOCC2)cc1NC(=O)COC(=O)c1oc2ccccc2c1C
?,O=C(OCc1nnc(-c2ccccc2)o1)c1ccc([N+](=O)[O-])o1
-7%,COc1ccc(OC)c(-c2csc(NC(=O)c3ccccc3F)n2)c1
4%,CCCCn1c(N)c(N(CC)C(=O)c2cnc(C)cn2)c(=O)[nH]c1=O
3%,Cc1cccc(NC(=O)CNC(=O)CSc2nnc(C(F)(F)F)n2C)c1C
2%,Cc1cccc(NC(=O)CN(C)CC(=O)NC(c2ccccc2)c2ccccc2)c1C
5%,COc1ccc(NC(=O)N(C)C[C@@H]2Oc3c(NC(=O)Nc4c(C)noc4C)cccc3C(=O)N([C@@H](C)CO)C[C@@H]2C)cc1
-1%,Cc1nnc(SCC(=O)NCC(=O)Nc2ccc(F)c(F)c2F)n1N
-5%,CN(CC(=O)Nc1ccc(F)cc1)C(=O)c1ccc(OCc2cn3ccccc3n2)cc1
3%,CCCCn1c(N)c(N(CC)C(=O)CSCC(=O)Nc2ccc(OC)cc2)c(=O)[nH]c1=O
-5%,COC/C=C/C1=CC(=O)C[C@H](c2ccc3c(c2)OCO3)C1
6%,CC(OC(=O)c1ccc(-n2cnnn2)cc1)C(=O)NCc1ccccc1 (stereo unspecified)
5%,C[C@@H]1C(=O)O[C@H]2CC34[C@H]5C[C@@H](C(C)(C)C)[C@]36[C@@H](OC(=O)[C@@H]6O)O[C@@]4(C(=O)O5)[C@]21O (stereo partly specified)
-5%,COc1ccc(-c2csc(NC(=O)C3=COCCO3)n2)c(OC)c1
-6%,O=C1C=C(c2ccc3c(c2)oc2ccccc23)C[C@@H](c2ccc(Cl)cc2)C1
1%,COCCN(C(=O)COC(=O)CCc1ccccc1)c1c(N)n(Cc2ccccc2)c(=O)[nH]c1=O
0%,Cc1noc(C)c1CSCC(=O)Nc1cc(S(=O)(=O)N2CCOCC2)ccc1OCC(F)(F)F
-2%,COc1ccc(C(=O)NCc2ccccc2CN2CCCC2)cc1S(=O)(=O)Nc1ccc(C)cc1
-3%,CCN(CC(=O)NCc1cccs1)C(=O)c1ccc(-c2ccc(F)cc2)o1
-2%,Cc1ccc(NC(=O)COC(=O)c2nn(C)c(=O)c3ccccc23)cc1F
?,C[C@H](CO)N1C[C@H](C)[C@@H](CN(C)C(=O)Nc2ccccc2)Oc2ccc(NC(=O)Nc3ccc(C(F)(F)F)cc3)cc2C1=O
16%,CCOC(=O)C1=CNS(=O)(=O)NC1c1ccc(C)cc1 (stereo unspecified)

(listing goes on)
L3MBTL1 block,compound
-7%,COc1ccc(S(=O)(=O)N2CCOCC2)cc1NC(=O)COC(=O)c1[nH]c(C)c(C(C)=O)c1C
1%,Cc1onc(-c2ccccc2)c1C(=O)NNC(=O)c1ccccc1O
-3%,CN(C)C(=O)CCc1ccc2c3c([nH]c2c1)[C@]1(C)[C@@H](C(=O)N2CCOCC2)C[C@H](CC(=O)NCC24CC5CC(CC(C5)C2)C4)C(=O)N1CC3
3%,COc1ccc2[nH]c3c(c2c1)CCN1C(=O)C(CC(=O)NCCC2=CCCCC2)C[C@H](C(=O)N2CCCCC2)[C@@]31CCc1ccccc1 (stereo partly specified)
0%,O=C(Nc1ccncc1)c1cc(S(=O)(=O)N2CCOCC2)ccc1Cl
3%,Cc1nnc(SCC(=O)Nc2cc(S(=O)(=O)N3CCOCC3)ccc2C)s1
0%,COc1cccc(CNC(=O)c2ccc(C)c(S(=O)(=O)N3CCOCC3)c2)c1
-3%,COc1ccc(S(=O)(=O)NCc2ccccn2)cc1NC(=O)c1ccc(Cl)cc1
-10%,CCN(CC(=O)NCc1cccs1)S(=O)(=O)c1ccc(F)c(F)c1F
-7%,CC(=O)Nc1ccc(S(=O)(=O)NCC(=O)N2CCN(S(=O)(=O)c3cccs3)CC2)cc1
-6%,COc1ccccc1NC(=O)C(=O)NCC(c1ccco1)N1CCc2ccccc2C1 (stereo unspecified)
-5%,CC(=O)Nc1ccc(NC(=O)CN2C(=O)NC3(CCCCCCC3)C2=O)cc1
-12%,COc1ccc(S(=O)(=O)N2CCOCC2)cc1NC(=O)COc1ccccc1
-11%,O=C(CSc1nc2nn(-c3ccccc3)c(=O)c-2c2n1CCCCC2)Nc1ccccc1[N+](=O)[O-]
-1%,CS(=O)(=O)c1ccccc1-c1nnc(NC(=O)C2=COCCO2)o1
1%,Nc1c(C(=O)CSc2nccn2-c2cccc(F)c2)c(=O)[nH]c(=O)n1C1CC1
13%,CC(C)Cn1c(N)c(C(=O)COC(=O)[C@H](C)NC(=O)c2ccccc2Cl)c(=O)n(C)c1=O
2%,NC1=NC[C@@H](CC2CCCCC2)N1CCc1cc(C(F)(F)F)cc(C(F)(F)F)c1
-6%,CCCCNC(=O)C(=O)NCC1CCCN1S(=O)(=O)c1cccs1 (stereo unspecified)
29%,O=C(COC(=O)c1ccc(Br)o1)Nc1ccc(Br)cc1
-14%,COc1ccc(Cl)cc1NC(=O)CN(C)C(=O)c1ccc(N2CCCCCC2)c([N+](=O)[O-])c1
19%,CN(C)C(=S)Nc1ccc(Cc2ccncc2)cc1
0%,COc1cccc(CNC(=O)COC(=O)CCCNC(=O)c2ccc(Cl)cc2)c1
-2%,CC1(c2nnc(Cc3ccccc3)o2)CC(c2ccccc2[N+](=O)[O-])=NO1 (stereo unspecified)
-14%,Cc1cccc(NC(=O)c2cc(S(=O)(=O)N(C)c3ccc(F)cc3)ccc2Cl)n1
4%,O=C(O)COc1ccccc1/C=N/NC(=O)C(O)c1ccccc1 (stereo unspecified)
1%,Cn1nnnc1SCC(=O)Nc1nc2c(F)c(F)c(F)cc2s1
1%,CNc1ccc(C(=O)OCC(=O)Nc2ccnn2C(C)C)cc1[N+](=O)[O-]
23%,Cc1cccc(N(Cc2ccccc2)C(=O)c2cc(S(=O)(=O)N3CCOCC3)ccc2Cl)c1
3%,CC(C)(C)OC(=O)N1CCC(NC(=O)c2nc[nH]c2C(=O)N2CCN(C(=O)OC(C)(C)C)CC2)CC1
6%,Cc1ccc(S(=O)(=O)CC(=O)NCc2ccc(Cl)cc2)cc1
-3%,O=C(CNc1ccccc1Cl)Nc1cc(S(=O)(=O)N2CCOCC2)ccc1Cl
-4%,COc1cc([C@H]2c3c(cc(OC)c(O)c3OC)C[C@@H](CO)[C@@H]2CO[C@@H]2O[C@H](CO)[C@@H](O)[C@H](O)[C@H]2O)cc(OC)c1O
-5%,O=C(C1CCCN1S(=O)(=O)c1ccc(Cl)cc1)N1CCN(c2ccccc2)CC1 (stereo unspecified)
2%,CC(C)(C)OC(=O)C[C@H]1C/C=C\C[C@@H](CC(=O)N(CCO)Cc2ccccc2)C(=O)N[C@@H](c2ccccc2)COC1=O
4%,CC1CCN(S(=O)(=O)c2ccc(NC(=O)CCN3C(=O)C4CC=CCC4C3=O)cc2)CC1 (stereo unspecified)
4%,COc1cc(CC(=O)Nc2cccc(S(=O)(=O)N(C)c3ccccc3)c2)cc(OC)c1OC
1%,CCc1ccc(C(=O)NNC(=O)Cn2c(=O)cnc3ccccc32)cc1
6%,O=C(O)C1C2C=CC(C2)C1C(=O)NCc1ccccc1 (stereo unspecified)
-2%,CCOc1cc(N2CCOCC2)c(OCC)cc1NC(=O)C1CC(=O)N(c2ccc(C)cc2)C1 (stereo unspecified)
-6%,CCS(=O)(=O)c1ccc(O)c(NC(=O)c2cc(-c3ccccn3)nc3ccccc23)c1
19%,O=C(c1cc(F)c(F)cc1Cl)N1CCCc2ccccc21
-8%,CN(Cc1ccccc1)C(=O)c1[nH]cnc1C(=O)Nc1ccc(Cl)cc1
0%,Cc1ccc(NC(=O)c2ccccc2NC(=O)c2cccnc2)cc1
7%,CCOc1ncccc1C(=O)Nc1ccc(C)c(S(=O)(=O)N2CCCCCC2)c1

Molecules above with an aryl thioether with sulfur outside any ring (11):
L3MBTL1 block,compound
-3%,CCCCn1c(N)c(N(CC)C(=O)CSc2nnc(-c3ccco3)n2CC)c(=O)[nH]c1=O
-8%,CN(C(=O)CSc1nnc(Cc2ccccc2F)n1N)C1CCCCC1
8%,CC(Sc1cccc[n+]1[O-])C(=O)NC1CCCCC1C (stereo unspecified)
-1%,Cn1c(SCC(=O)Nc2sccc2C#N)nnc1C1CC1
8%,CCCCN(C(=O)CSc1n[nH]c(-c2ccc(C)cc2)n1)c1c(N)n(CCCC)c(=O)[nH]c1=O
3%,Cc1cccc(NC(=O)CNC(=O)CSc2nnc(C(F)(F)F)n2C)c1C
-1%,Cc1nnc(SCC(=O)NCC(=O)Nc2ccc(F)c(F)c2F)n1N
3%,Cc1nnc(SCC(=O)Nc2cc(S(=O)(=O)N3CCOCC3)ccc2C)s1
-11%,O=C(CSc1nc2nn(-c3ccccc3)c(=O)c-2c2n1CCCCC2)Nc1ccccc1[N+](=O)[O-]
1%,Nc1c(C(=O)CSc2nccn2-c2cccc(F)c2)c(=O)[nH]c(=O)n1C1CC1
1%,Cn1nnnc1SCC(=O)Nc1nc2c(F)c(F)c(F)cc2s1

More records
L3MBTL1 block,compound
0%,COc1ccc(NC(=O)CN(C)C(=O)c2n[nH]c3ccccc23)cc1
3%,C[C@@H]1NC(=O)[C@@]2(C)[C@@H](c3ccccc3)[C@H]3COc4ccccc4[C@@H]3N2C1=O
-6%,Cc1sc(N)nc1-c1ccc(Oc2ccccc2)cc1
2%,Cc1sc2ncnc(N3CCC(C(=O)Nc4cc(Cl)ccc4Cl)CC3)c2c1C

Bioassay records: PubChem BioAssay, National Center for Advancing Translational Sciences (NCATS)

These rows are one share of the data (hit frequency here may not be typical).
